ARNT TACC3 PPI = ARNT/TACC3 interaction disruption | AlphaScreen His-ARNT PAS-B/GST-TACC3 binding, luminescence; TACC3 fragment carries E629A point mutation | inhibition, % at 9.99 µM | 390,000 tested, 0.66% active;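 active means mean inhibition of replicates at least 50% and at least half of replicates each reaching 50%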;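 further: 0% = complete ARNT plus TACC3 wells and 100% = ARNT alone without TACC3; many hits fall short of the cut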
C2C12 statin = suppressors of simvastatin-induced myotoxicity in C2C12 myotubes; AID 602340; 330,000 tested, 0.78% active; rescue of ATP level, % at 7.49 µM; ATP luminescence, 48 h; scaled: DMSO 0, geranylgeraniol control 100;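 active means mean ATP rescue above about 67%, or every replicate alone reaching that limit, limit read from the data, passing the limit was not always enough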;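 further: myotubes were challenged with 10 µM simvastatin during compound exposure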
Cneo AK release = causes C. neoformans cell lysis; adenylate kinase release luminescence, 4 h; normalised: neutral wells 0, clomiphene wells 100; 360,000 tested, 0.2% active; lysis activity, % at 15 µM;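 active means mean lysis activity across replicates of at least 80%, whatever share of replicates individually reach that level; inactive means mean lysis activity below 80%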
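Schedule: static 4 h at 37 °C with compound, 1 h detection; system: C. neoformans cells; benchmarks: Clomiphene as positive control; buffer or medium: fresh YPD medium; measure: luminescence rise reflecting yeast cell lysis; measured by: luminescent adenylate kinase detection reagent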
esBAF inh = SWI/SNF esBAF complex inhibition | mouse ES cells, Bmi1-luciferase knock-in reporter, 24 h; 100% = twice the neutral-well signal | reporter increase, % at 12.5 µM | 350,000 tested, 2% active; in the data active means activation above about 40%;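 further: 0% = median of the plate's neutral control wells and 100% = double that signal; a rise in the Bmi1 reporter signal indicates esBAF inhibition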
SIRT5 inh = inhibitors of human sirtuin-5 desuccinylase | Q9NXA8 | Purified SirT5, succinyl-peptide AMC, trypsin-coupled fluorescence | inhibition, % at 15 µM | 330,000 tested, 1.1% active | AID 652115; in the data active means inhibition above about 15%
Target sequence (Q9NXA8 whole entry, looked up): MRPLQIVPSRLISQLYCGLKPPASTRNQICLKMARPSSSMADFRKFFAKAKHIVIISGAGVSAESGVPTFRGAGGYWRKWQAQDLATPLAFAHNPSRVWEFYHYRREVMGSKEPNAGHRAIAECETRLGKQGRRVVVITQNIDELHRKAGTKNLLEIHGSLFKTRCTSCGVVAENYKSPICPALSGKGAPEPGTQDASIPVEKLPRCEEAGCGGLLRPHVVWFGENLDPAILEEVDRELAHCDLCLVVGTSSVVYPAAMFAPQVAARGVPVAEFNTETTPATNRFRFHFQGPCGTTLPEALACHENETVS
ERp5 inh = inhibitors of human ERp5; Q15084; ERp5 insulin aggregation, absorbance 650 nm, 90 min; inhibition, % at 9.99 µM; 350,000 tested, 0.05% active;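 active means mean replicate inhibition above about 25%, with every replicate also reaching it, limit read from the data, passing the limit was not always enough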
Target sequence (Q15084 whole entry, looked up): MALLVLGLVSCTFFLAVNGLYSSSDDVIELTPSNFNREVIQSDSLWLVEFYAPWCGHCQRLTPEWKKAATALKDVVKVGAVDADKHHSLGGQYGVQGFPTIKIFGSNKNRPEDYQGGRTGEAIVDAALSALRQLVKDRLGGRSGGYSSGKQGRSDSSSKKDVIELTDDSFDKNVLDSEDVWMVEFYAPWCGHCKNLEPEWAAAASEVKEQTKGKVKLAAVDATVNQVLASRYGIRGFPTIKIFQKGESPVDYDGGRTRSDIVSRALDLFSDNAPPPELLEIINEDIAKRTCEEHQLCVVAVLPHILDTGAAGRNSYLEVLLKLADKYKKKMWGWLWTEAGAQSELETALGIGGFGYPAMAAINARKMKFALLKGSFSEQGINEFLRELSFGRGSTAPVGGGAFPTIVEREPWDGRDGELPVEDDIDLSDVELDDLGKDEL
miR-122 sensor = blocks miR-122 activity in Huh7 sensor cells; activation (reporter increase), % at 12.5 µM; Huh7 miR-122 Renilla luciferase sensor, 48 h; neutral wells = 0, positive control = 100; 340,000 tested, 0.3% active;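 active means mean replicate activation score at least 90 and every replicate individually at or above 90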;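 further: higher luciferase means less miR-122 activity so hits act as miR-122 inhibitors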
* = called active by the depositor; . = no result given; [ ] = another dose, or the depositor's remark. Outcome played no part in choosing rows, and some 4% of all compounds hit somewhere here.

smiles | miR-122 sensor | ARNT TACC3 PPI | C2C12 statin | Cneo AK release | SIRT5 inh | ERp5 inh | esBAF inh
Cc1ccccc1CN1CCCNC1=O | -2 | 0 | 13 | -6 | . | . | 9
O=C(CN1CCN(Cc2ccccc2Cl)C1=O)NCCCN1CCOCC1 | . | -2 | . | 0 | -4 | 7 | .
COc1ccc(CCNC(=O)C2CCCN(S(=O)(=O)N3CCCCCC3)C2)cc1OC (stereo not drawn) | -2 | -7 | -3 | -2 | -2 | 0 | 9
Cc1cc(NC(=O)Nc2cccc3ccccc23)no1 | 11 | -4 | . | -4 | . | . | .
CC1CCN(c2[nH]c(=S)c(C#N)c3c2CCCC3)CC1 | . | 0 | 16 | -1 | 0 | 1 | -2
CNC[C@H]1Oc2c(NC(=O)c3cc(C)nn3C)cccc2C(=O)N([C@@H](C)CO)C[C@H]1C | -3[16.7 µM] | -3 | 4 | -2 | -6 | -3 | 0
CN(CC(=O)Nc1ccccc1Sc1ccccc1)C1CCCCC1 | . | 31 | . | . | 0 | 1 | .
CO[C@@H]1CN(C)C(=O)c2ccc(NC(=O)Nc3ccc(Cl)cc3)cc2OC[C@@H](C)N(C(=O)Nc2c(C)noc2C)C[C@@H]1C | . | -3 | 13 | -1 | 0 | 1 | -2

Six entries from above, set out differently:
Results follow in this order: miR-122 sensor, ARNT TACC3 PPI, C2C12 statin, Cneo AK release, SIRT5 inh, ERp5 inh, esBAF inh
Cc1ccccc1CN1CCCNC1=O
→ -2, 0, 13, -6, ., ., 9
O=C(CN1CCN(Cc2ccccc2Cl)C1=O)NCCCN1CCOCC1
→ ., -2, ., 0, -4, 7, .
COc1ccc(CCNC(=O)C2CCCN(S(=O)(=O)N3CCCCCC3)C2)cc1OC (stereo not drawn)
→ -2, -7, -3, -2, -2, 0, 9
Cc1cc(NC(=O)Nc2cccc3ccccc23)no1
→ 11, -4, ., -4, ., ., .
CC1CCN(c2[nH]c(=S)c(C#N)c3c2CCCC3)CC1
→ ., 0, 16, -1, 0, 1, -2
CNC[C@H]1Oc2c(NC(=O)c3cc(C)nn3C)cccc2C(=O)N([C@@H](C)CO)C[C@H]1C
→ -3[16.7 µM], -3, 4, -2, -6, -3, 0

Going on with the list:
smiles | miR-122 sensor | ARNT TACC3 PPI | C2C12 statin | Cneo AK release | SIRT5 inh | ERp5 inh | esBAF inh
CC(=O)C1=C(O)C(=O)N(CCCO)C1c1ccccc1 (stereo not drawn) | -3 | -1 | 4 | -2 | 3 | -1 | 0
O=C(COC(=O)c1c[nH]c(=O)[nH]c1=O)NCc1ccccc1 | 6 | -8 | . | 0 | . | . | -11
O=C(CNC(=O)c1ccccc1)NCCc1nc2ccccc2[nH]1 | -10 | 5 | 9 | 8 | . | . | -10
O=C(N/N=C/c1cc2c(cc1Cl)OCO2)c1cc(-c2ccccc2)n[nH]1 | 0 | 2 | -24 | 5 | -3 | 6 | -2
NC(=O)c1ccc(NC(=O)CCCN2C(=O)NC3(CCCC3)C2=O)cc1 | -8 | -3 | -11 | 0 | -4 | -1 | -3
COc1cc(OC)cc(C(=O)NCC(=O)OCc2cc(=O)oc3cc(OC)ccc23)c1 | 2 | -1 | -4 | . | -3 | 7 | 3
CNS(=O)(=O)c1cccc(C(=O)OCC(=O)Nc2ccc(Cl)cc2F)c1 | -12 | -3 | 12 | -1 | 4 | 4 | 0
O=C(COc1ccc(Cl)cc1)Nc1ccc2oc(-c3ccncc3)nc2c1 | 2 | 6 | 5 | 1 | . | . | 12
Cc1nc2cc(NC(=O)COc3ccc(C#N)cc3)ccc2n1-c1ccccc1 | 5 | -7 | -4 | 1 | . | . | 5
NCCCCc1ccc2ccc3cccc4ccc1c2c34 | . | 9 | -6 | 1 | -4 | -1 | 1
N#Cc1ccc(OCC(=O)Nc2nc(-c3ccncc3)cs2)cc1 | 1 | . | -54 | 0 | -14 | 1 | 0
CCN(CC)CCCN=Cc1c(O)n(-c2ccc(C)cc2)c(=O)c2ccccc12 | -1 | -1 | -13 | -1 | . | -4 | -5
Cc1nn(-c2ccccc2)c2c1C1(C(=O)Nc3ccccc31)N1C(=N2)Sc2ccccc21 (stereo not drawn) | -4 | 4 | 46 | -1 | . | . | 3
CO[C@H]1CN(C)C(=O)c2cc(NC(=O)C3CCC3)ccc2OC[C@@H](C)N(C(=O)NC(C)C)C[C@@H]1C | . | -9 | -2 | 16 | 2 | -4 | 3
COc1cc2c(cc1NC(=O)C1CCCO1)oc1ccccc12 (stereo not drawn) | 9 | -13 | . | 4 | . | . | 57*
Cc1ccc(NC(=O)CCn2nc(C)cc2C)c(C)c1 | 1 | -8 | 9 | 1 | . | . | -2
Cc1cc(C)cc(OCC(=O)NNC(=O)CC(C)c2ccccc2)c1 (stereo not drawn) | -5 | . | 5 | 1 | . | 6 | -2
Cc1cc(C)n(CC(C)NCc2c(C(=O)N3CCOCC3)nc3c(C)cccn23)n1 (stereo not drawn) | -5 | -2 | -3 | -2 | -1 | -2 | 0
CCn1c(C)c(C)c2cc(C(=O)NC3CCCCCC3)ccc21 | 4 | 1 | -38 | 1 | -3 | -5 | 31
COc1ccccc1OCC(=O)Nc1ccccc1C(=O)Nc1cccc(C(=O)O)c1 | 1 | -11 | -7 | -1 | 0 | 2 | 6
COc1cccc(/C=N/NC(=S)Nc2cccc(S(=O)(=O)N(C)C)c2)c1 | 12 | 13 | . | -1 | -2 | -2 | .
O=C(O)c1ccc(NC(=O)c2ccc(Cl)cc2)c(NC(=O)c2ccc(Cl)cc2)c1 | -6 | -7 | 3 | 0 | 4 | 0 | -2
Cc1cccc(NC(=O)CSc2nc3ccccc3c(=O)n2CC2CCCO2)c1 (stereo not drawn) | 29 | 1 | -9 | 1 | -3 | 9 | -2
C[C@H](CO)N1C[C@H](C)[C@@H](CN(C)Cc2ccc(Cl)c(Cl)c2)OCc2cn(nn2)CCCC1=O | -4[16.7 µM] | . | -7 | . | . | . | -8
Cc1cccc(-n2c(O)c(C=NC3CCS(=O)(=O)C3)c3ccccc3c2=O)c1 (stereo not drawn) | 5 | -4 | 138* | 7 | . | . | -7
C[C@@H]1CN([C@H](C)CO)C(=O)c2cccc(NC(=O)Nc3ccccc3)c2O[C@@H]1CN(C)Cc1ccc(C(F)(F)F)cc1 | 19[16.7 µM] | 2 | -17 | -4 | -1 | 2 | 4
CN(CC(=O)Nc1ccc(Cl)cc1)C(=O)CCc1ccccc1 | . | 0 | 17 | -5 | -4 | 0 | -5
Cc1cc2cc(CCNC(=O)CC(C)(C)C)c(=O)[nH]c2cc1C | 1 | -16 | -13 | 0 | 6 | 4 | -3
CCCC(=O)NCCc1nc2cc([N+](=O)[O-])ccc2n1C | . | 3 | . | . | -2 | 4 | .
CCOC(=O)c1c[nH]c2c(Cl)ccc(Cl)c2c1=O | 6 | . | 2 | 7 | . | . | 0
COc1cc(/C=C2/SC(=S)N(CC(=O)O)C2=O)ccc1OC(=O)c1cccs1 | -13 | . | 9 | . | 8 | 9 | 4
COc1cc(C(=O)NCc2ccc(C)cc2)ccc1OC(F)F | 0 | 7 | . | -1 | . | . | .
COc1ccc(C2NC(=O)N(C)C3=C2C(=O)CC(C)(C)C3)cc1OC (stereo not drawn) | . | -10 | . | . | -1 | -1 | .
Cc1ccc(-c2nnc(Nc3ccc(C(=O)N(C)C)cc3)c3ccccc23)cc1S(N)(=O)=O | 52 | 9 | 8 | -2 | 2 | 3 | -9
COc1ccc(C(=O)COC(=O)c2sccc2C)cc1OC | 0 | -3 | 2 | -1 | -5 | 11 | 91*
CCCCOP(=O)(c1ccc(N(C)C)cc1)C(O)c1cc(OC)ccc1OC (stereo not drawn) | 6 | 8 | 4 | 2 | 0 | -2 | -2
COc1ccc(Nc2nnc(-c3ccncc3)s2)cc1Cl | -6 | -8 | 1 | -1 | -2 | 1 | 3
O=C(Nc1ccccc1)Nc1ccc2c(c1)[C@H]1C[C@@H](CC(=O)N3CCCCC3)O[C@@H](CO)[C@H]1O2 | 1[16.7 µM] | -5 | 5 | -2 | 1 | 4 | 0
COc1ccc(CCN(C)C(=O)C2CCN(C(=O)Nc3ccccc3)CC2)cc1OC | . | -5 | . | . | -1 | -7 | .
COc1ccc(CNC(=O)CCCC(=O)Nc2cccc(Br)c2)cc1 | -3 | 0 | 3 | -1 | 3 | 2 | 6
COc1cccc(OCCNC(=O)c2cccc(OC)c2)c1 | . | 1 | -4 | -2 | . | . | 6
O=C(Cn1nnc2ccccc2c1=O)NCCc1ccccc1 | 1 | -9 | . | -1 | 2 | 0 | .
C[C@@H]1CN([C@H](C)CO)C(=O)Cc2cc(NS(=O)(=O)c3ccccc3)ccc2O[C@@H]1CN(C)S(=O)(=O)c1ccc(F)cc1 | 10[16.7 µM] | -2 | 29 | -4 | . | . | 0
COC(=O)c1ccc2cc(OC)cc([N+](=O)[O-])c2n1 | . | -21 | . | . | -1 | 2 | .
O=S(=O)(c1cccs1)N1CCN(c2ccc(O)cc2)CC1 | 17 | -2 | -10 | 3 | -4 | -5 | -13
CC(=O)N(C)C[C@H]1Oc2cc(C#CC3CC3)ccc2S(=O)(=O)N([C@@H](C)CO)C[C@@H]1C | 21[16.7 µM] | . | 34 | . | . | . | 5
CCS(=O)(=O)NCC[C@H]1CC[C@H](NC(=O)C2CCCC2)[C@@H](CO)O1 | -5[16.7 µM] | 4 | -2 | -2 | -2 | 3 | -1
CC(c1ccccc1)n1cc(C(=O)NCc2ccccn2)nn1 (stereo not drawn) | -1 | -3 | -14 | -1 | . | . | -3
c1ccc(Cc2nnc3sc(-c4cccs4)nn23)cc1 | 34 | 16 | 25 | -1 | . | . | 3
Fc1cccc(CN(C2=NCCN2)c2c(Cl)cccc2Cl)c1 | 0 | -6 | -11 | -4 | -4 | -5 | -3
C[C@H]1CN([C@@H](C)CO)C(=O)Cc2cc(NS(=O)(=O)c3ccc(Cl)cc3)ccc2O[C@H]1CN(C)Cc1ccc(Cl)c(Cl)c1 | -7[16.7 µM] | 1 | 29 | -9 | 6 | 12 | -1
CC(NC(=O)COC(=O)C1CC1C)c1ccccc1 (stereo not drawn) | -6 | -14 | 22 | 0 | -1 | 5 | 1
Cc1nc(C(F)(F)F)ccc1C(=O)N1CCC1(C)C(=O)Nc1ccc2c(c1)OCO2 (stereo not drawn) | 2 | . | -2 | -2 | -1 | -3 | 5
C[C@H]1CN([C@@H](C)CO)C(=O)Cc2cc(NC(=O)CCCCCC(=O)Nc3ccccc3N)ccc2O[C@@H]1CN(C)Cc1ccccc1 | -11[16.7 µM] | -1 | 18 | 2 | . | -6 | 2
COc1ccc2c(c1)nc(NCCCO)n2Cc1ccccc1 | -20 | -5 | 31 | 2 | -2 | 3 | -7
O=C1N=c2ccccc2=C1c1sc(=O)[nH]c1O | 4 | . | . | -1 | -4 | 2 | .

Next records follow.
smiles | miR-122 sensor | ARNT TACC3 PPI | C2C12 statin | Cneo AK release | SIRT5 inh | ERp5 inh | esBAF inh
O=C(O)C1CN(C(=O)c2ccccc2)c2cc(Cl)ccc2O1 (stereo not drawn) | 2 | 1 | -14 | 1 | 4 | 0 | -4
Cc1ccc(S(=O)(=O)N2CCOCC2)cc1NC(=O)CNC(C)c1ccccc1 (stereo not drawn) | 3 | -3 | 2 | 0 | . | -3 | -4
C[C@H]1CN([C@@H](C)CO)C(=O)c2cc(C3=CCCC3)cnc2O[C@H]1CN(C)Cc1ccccc1F | 16[16.7 µM] | 4 | 17 | -1 | -2 | -1 | -7
CC(NC(=O)c1ccccc1Br)c1nnc(SCc2ccc([N+](=O)[O-])cc2)n1C (stereo not drawn) | . | -2 | . | . | 0 | 1 | .
O=C(NNC(=O)c1ccc([N+](=O)[O-])cc1)c1ccc(Br)cc1 | . | 5 | 7 | -4 | -5 | 1 | 8

Compound activity deposited in PubChem by Broad Institute.
